A549 tox – counter-screen for Nrf2 inhibitors: cytotoxicity in A549 cells. 0.16% of 390,000 active. A549 ARE-Fluc cells, CellTiter-Fluor viability, 18-24 h. Potency, µM (highest dose often 46 µM), without a hit: top-dose activity change, negative = cytotoxicity, hits mostly inhibitors. AID 504648; also: potency is read from the fitted curve at half-maximal effect; % is scaled to controls: 0 for no effect and ±100 for the full control effect
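Cytotoxicity counterscreen: CellTiter-Fluor fluorescence was measured in A549 ARE_Fluc cells after 18-24 h of compound exposure in a concentration series. The subsequent BugLite luminescent read reports ARE-luciferase activity.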
Nrf2 block – Nrf2 pathway inhibition; A549 ARE-Fluc reporter, luciferase luminescence, 18-24 h; Potency, µM (top dose mostly 46 µM), for the others: top-dose activity change, negative = inhibition, hits mostly inhibitors; 2.1% of 360,000 active; AID 504444; also: potency is read from the fitted curve at half-maximal effect; % is scaled to controls: 0 for no effect and ±100 for the full control effect; nearly all actives have a fitted effect of over 60% in size
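A549 ARE_Fluc cells, 5000/well, 5% FBS OPTI-MEM; compounds in dose-response, 18-24 h at 37 °C/5% CO2; CellTiter-Fluor viability read (Ex 405/Em 525), then BugLite luciferase luminescence = Nrf2 activity.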
TGFb SMAD3 inh – TGF-b pathway inhibition | Potency, µM (doses to about 46.1 µM), for inactives: top-dose activity, negative = inhibition, actives largely listed as inhibitors | HepG2 CAGA-GFP TGF-b/SMAD3 reporter, GFP fluorescence, 18 h; TGF-beta stimulated, 500 pg/mL final | 1.2% of 410,000 active; also: potency is read from the fitted curve at half-maximal effect; % is scaled to controls: 0 for no effect and ±100 for the full control effect; nearly all actives have a fitted effect of over 65% in size
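HEPG2 CAGA-GFP reporter cells (1000/well, DMEM with 1% FBS) received compounds, then recombinant TGF-beta at 500 pg/mL final for 18 hours at 37 degrees C. Per-cell GFP summed per well was normalised to unstimulated and stimulated DMSO controls before curve fitting.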
ATXN viability – viability counter-screen for ATXN expression inhibitors; Potency, µM (highest dose often 56.7 µM), actives largely listed as cytotoxic; S2 cells (HEK-293 line with an ATXN2-luciferase reporter) viability, CellTiter-Fluor protease fluorescence, 24 h; 0.49% of 400,000 active; AID 651635; also: potency is read from the fitted curve at half-maximal effect; nearly all actives have a fitted effect of over 40% in size
ATXN2 expr inh – inhibitors of ATXN2 expression. Potency, µM (top dose mostly 57 µM), without a hit: at the highest dose activity change, negative = inhibition, most hits filed as inhibitors. HEK-293 ATXN2-luciferase reporter, luminescence, 24 h. 0.72% of 360,000 active. AID 1745845; also: potency is read from the fitted curve at half-maximal effect; % is scaled to controls: 0 for no effect and ±100 for the full control effect; nearly all actives have a fitted effect of over 55% in size
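qHTS (up to 57 uM final) was run with 24 h compound exposure of reporter cells at 37 °C. Each well was multiplexed: SteadyGlo luminescence measured ATXN2-luciferase expression after a fluorogenic Gly-Phe-AFC viability readout (25 uM final).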
Nrf2 activator – activates Nrf2 signaling. AREc32 ARE-luciferase reporter (MCF7-derived line), luminescence, 24 h. Potency, µM (titrated, usually from 46.1 µM), for the others: at the highest dose activation, usual class: activators. 0.31% of 410,000 active. AID 624171; also: potency is read from the fitted curve at half-maximal effect; % of control where 0% means no effect; nearly all actives have a fitted effect of over 65% in size
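AREc32 cells carrying an ARE-driven firefly luciferase, 1000 cells/well in OPTI-MEM with 5% FBS, dosed after overnight attachment and incubated 24 hr at 37 deg C. Steady-Glo luminescence read after 30 min at RT.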
EPAC2 ag – EPAC2 (human) agonism | EPAC2 activation, biochemical qHTS; response scale: 100% = 6.5 mM cAMP response | Potency, µM (titrated, usually from 154 µM), for the others: top-dose activation, actives largely listed as activators | 0.079% of 360,000 active | AID 720711; also: potency is read from the fitted curve at half-maximal effect; nearly all actives have a fitted effect of over 50% in size
Target sequence (Q8WZA2 whole entry, looked up): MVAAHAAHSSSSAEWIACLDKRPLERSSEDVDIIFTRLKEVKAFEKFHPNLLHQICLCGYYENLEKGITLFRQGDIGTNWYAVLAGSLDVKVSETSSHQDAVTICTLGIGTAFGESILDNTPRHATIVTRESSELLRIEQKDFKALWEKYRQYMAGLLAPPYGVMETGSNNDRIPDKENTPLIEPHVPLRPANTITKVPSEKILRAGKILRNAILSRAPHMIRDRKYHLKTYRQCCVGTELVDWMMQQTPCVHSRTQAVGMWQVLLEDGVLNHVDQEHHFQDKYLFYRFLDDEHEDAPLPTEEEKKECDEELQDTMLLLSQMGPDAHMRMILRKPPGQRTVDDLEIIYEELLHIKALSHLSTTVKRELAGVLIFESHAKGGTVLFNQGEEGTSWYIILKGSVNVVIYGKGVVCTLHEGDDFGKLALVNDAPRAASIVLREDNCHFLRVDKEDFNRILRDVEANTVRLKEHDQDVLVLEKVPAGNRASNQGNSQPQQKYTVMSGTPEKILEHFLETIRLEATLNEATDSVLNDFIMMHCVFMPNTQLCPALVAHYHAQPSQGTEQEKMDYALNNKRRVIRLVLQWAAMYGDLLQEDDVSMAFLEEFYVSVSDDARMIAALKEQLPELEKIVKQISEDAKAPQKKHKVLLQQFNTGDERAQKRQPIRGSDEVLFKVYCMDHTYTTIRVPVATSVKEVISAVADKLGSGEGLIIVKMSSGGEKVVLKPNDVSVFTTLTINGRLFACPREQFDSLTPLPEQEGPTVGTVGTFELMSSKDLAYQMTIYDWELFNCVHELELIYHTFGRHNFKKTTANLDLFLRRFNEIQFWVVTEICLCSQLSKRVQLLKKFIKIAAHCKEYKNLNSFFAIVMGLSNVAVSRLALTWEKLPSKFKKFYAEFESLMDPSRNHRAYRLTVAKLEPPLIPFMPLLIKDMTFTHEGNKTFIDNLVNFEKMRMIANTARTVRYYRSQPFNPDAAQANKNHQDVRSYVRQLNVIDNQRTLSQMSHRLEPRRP
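Each well held 100 nM EPAC2, 250 nM RAP1B-BODIPY-GDP and 50 uM GDP. Fluorescence, read at 5-min intervals to 30 min, was referenced to a 6.5 mM cAMP positive control.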
IL-2 act – IL-2 activation. IL-2 activation reporter assay, cell-based qHTS; stimulated with anti-CD3/CD4/CD28 beads; in transgenic mouse T cells. activation, % (series mostly up to about 46 µM). 0.065% of 360,000 active. AID 652025; in the data active = activation above about 50%; inconclusive = mostly about 30% to 49%; also: 0% is about no effect
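Screening format: compound pinned onto unstimulated transgenic mouse T cells, 60 min incubation, then anti-CD3/anti-CD4/anti-CD28 bead stimulation for 18 hours at 37 degrees C, followed by EGFP and DsRed detection.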
HepG2 tox – kills HepG2 cells in TGF-b inhibitor counter-screen; HepG2 CAGA-GFP viability, ATP luminescence, 18 h; Potency, µM (highest dose often 46.1 µM), inactives show at the top dose activity change, negative = cytotoxicity, most hits filed as cytotoxic; 0.76% of 410,000 active; also: potency is read from the fitted curve at half-maximal effect; some results filed as inactive show a strong effect at the top dose
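HepG2 CAGA-GFP cells (1000/well, DMEM with 1% FBS) received compound, then TGF-beta at 500 pg/mL final, and were incubated 18 hours at 37 degrees C. Viability was read by CellTiter-Glo luminescence. Media-only wells were set as complete cell-killing and DMSO as no toxicity.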
Numbers without * were called inactive; i = inactive; ? = inconclusive; / = no result given; [ ] = remark or other dose. Unless noted, calls follow the shape of the dose curve; as a rule, active = well fitted curve in the direction sought with a large enough effect; inconclusive = small, poorly fitted or top-dose-only effect, or another doubt; inactive = no such curve, though single readings can be large; an effect the other way counts as inactive or inconclusive.

cpd	structure	A549 tox	Nrf2 block	TGFb SMAD3 inh	ATXN viability	ATXN2 expr inh	Nrf2 activator	EPAC2 ag	IL-2 act	HepG2 tox
1	CC(C)c1ccc(-c2nn(-c3ccccc3)cc2C(=O)NCC2CCCO2)cc1 (centres undefined)	?	?	-8%	i	33%	1.7%	1%	-0.4	-8%
2	O=C(CCCCCN1C(=O)c2ccccc2C1=O)Nc1ccccc1F	-8%	-13%	0%	i	13%	2.7%	9%	-0.1	6%
3	CCn1nc(C(=O)Nc2ccc(Cl)c(S(=O)(=O)N3CCOCC3)c2)c2ccccc2c1=O	-4%	?	4%	i	-4%	3.1%	11%	-1.7	-4%
4	O=C(Nc1ccc2c(c1)OCCO2)c1cccc(Br)c1	-7%	?	-4%	?	63%[activator]	0.5%	3%	-1.0	-18%
5	NC(=O)c1nc(-c2ccco2)nc2c1[nH]c(=O)n2-c1ccc(Cl)c(Cl)c1	-6%	11%	2%	i	-25%	20%	11%	1.7	12%
6	CCCCCCn1c(N(CC)CC)nc2c1c(=O)[nH]c(=O)n2C	-5%	-21%	-18%	i	-8%	-0.4%	-6%	-0.5	-25%
7	CN(CCC#N)S(=O)(=O)c1ccc2c(c1)c(=O)n(C)c(=O)n2C	-1%	1%	-1%	i	-2%	-0.5%	-2%	-0.4	-3%
8	N#Cc1ccc(CSc2ncnc3c2cnn3Cc2ccccc2)cc1	-4%	?	-2%	i	-6%	-0.1%	12%	-0.4	-38%
9	O=C(NCc1ccco1)C(c1cccnc1)N(C(=O)Cn1nnc2ccccc21)c1ccc(F)cc1 (centres undefined)	2%	/	12%	i	8%	-0.2%	5%	-4.5	10%
10	CC1=NNC(=O)C1CC(=O)N/N=C/c1cccs1 (centres undefined)	?	-23%	-7%	i	/	0.5%	3%	0.5	4%
11	COc1ccc(-c2nnc3sc(-c4ccccc4OC)nn23)cc1	-1%	-11%	7%	i	-14%	0.3%	7%	-2.6	-6%
12	C1CCC2(CC1)C1=C(CCCC1)Nc1nnnn12	-8%	4%	-10%	/	/	-0.4%	-3%	-2.4	-2%
13	CC(=NCCCN(C)C)C1=C(O)c2ccccc2C1=O	11%	?	4%	i	-17%	2.5%	6%	0.3	-9%
14	NS(=O)(=O)CCCc1ccccc1	5%	2%	?	i	5%	-0.5%	12%	1.2	-1%
15	Cc1c(/C=N/NC(=O)c2cccnc2)c2ccccc2n1Cc1ccccc1	?	6.5µM*	?	i	-14%[11.3 µM]	2.8%	2%	1.8	-3%
16	CSc1ccc(-c2cccc3nncn23)cc1	/	/	4%	i	11%	-0.9%	8%	0.0	0%
17	CCCCn1c(SCC(=O)Nc2nnc(C)s2)nnc1-c1ccncc1	1%	-33%	5%	i	9%	0.5%	5%	-0.7	-4%
18	Fc1ccc(-c2nc3ccccc3c3nc4ccccc4n23)cc1	-3%	-3%	-2%	i	0%	0.3%	4%	0.0	4%
19	CC1CC(=O)c2cn3c(nc2C1)nc1ccccc13 (centres undefined)	-3%[1.84 µM]	7%	-1%	i	6%	-0.2%	-7%	1.9	-16%
20	Cc1cc(C)nc(SCc2cc(=O)c(OC(=O)c3ccc(S(=O)(=O)N(C)C)cc3)co2)n1	0%	3%	-5%	i	-3%	-0.2%	3%	-1.5	-6%
21	O=C(N/N=C\c1cccc([N+](=O)[O-])c1O)C1COc2ccccc2O1 (centres undefined)	-6%	?	3%	i	-5%	-0.1%	6%	-0.1	-25%
22	CNc1nc(-c2ccc(OC)cc2)c(-c2ccc(OC)cc2)s1	6%	2%	3%	i	3%	-0.5%	0%	-0.2	-21%
23	Cc1nc(NC(N)=S)sc1C(=O)Nc1ccccc1	-10%	-9%	3%	i	6%	4.0%	2%	1.1	11µM*
24	CC1CCN(c2ccccc2NC(=O)c2ccc(F)cc2)CC1	-10%	-21%	-49%	/	/	0.2%	7%	-1.8	-45%
25	CCOC(=O)c1ccc(NC(=O)NCc2ccn(CC)n2)cc1	-12%	-16%	11%	i	17%	2.4%	-1%	-1.3	-2%
26	Cc1cc(=O)n2c(n1)NC(=NCc1ccccc1)NC2c1ccccc1 (centres undefined)	8%	1%	9%	i	-7%	0.0%	9%	-1.8	20%
27	CCCCC(=O)N1CCc2cc(OC)c(OC)cc2C1COc1ccc(C(=O)OCC)cc1 (centres undefined)	-7%	/	-22%	i	?	4.1%	/	/	-31%
28	CCN(CC)S(=O)(=O)c1ccc(C(C)NC(=O)Cc2c[nH]c3ccccc23)cc1 (centres undefined)	0%	-3%	-8%	?	-20%	0.0%	5%	-3.3	-40%
29	CCOC(=O)c1ccc(NC(=O)c2nc[nH]c2C(=O)NC[C@H](C)O)cc1	/	/	-16%	i	-9%	7.2%	3%	-3.4	-58%
30	Nc1cc(N)c2c(c1)C(=O)c1ccccc1-2	0%	?	-6%	i	1%	3.6%	10%	0.3	-6%

Profiles as entered above. Values in the order: A549 tox	Nrf2 block	TGFb SMAD3 inh	ATXN viability	ATXN2 expr inh	Nrf2 activator	EPAC2 ag	IL-2 act	HepG2 tox
Profile of CCOC(=O)c1ccc(NC(=O)NCc2ccn(CC)n2)cc1 = -12%	-16%	11%	i	17%	2.4%	-1%	-1.3	-2%
Profile of CCN(CC)S(=O)(=O)c1ccc(C(C)NC(=O)Cc2c[nH]c3ccccc23)cc1 (centres undefined) = 0%	-3%	-8%	?	-20%	0.0%	5%	-3.3	-40%
Profile of CCCCn1c(SCC(=O)Nc2nnc(C)s2)nnc1-c1ccncc1 = 1%	-33%	5%	i	9%	0.5%	5%	-0.7	-4%

Ordered by the number under EPAC2 ag (highest first): four from the list above.
nr	molecule	EPAC2 ag
30	Nc1cc(N)c2c(c1)C(=O)c1ccccc1-2	10%
28	CCN(CC)S(=O)(=O)c1ccc(C(C)NC(=O)Cc2c[nH]c3ccccc23)cc1 (centres undefined)	5%
20	Cc1cc(C)nc(SCc2cc(=O)c(OC(=O)c3ccc(S(=O)(=O)N(C)C)cc3)co2)n1	3%
19	CC1CC(=O)c2cn3c(nc2C1)nc1ccccc13 (centres undefined)	-7%

Going on with the list.
cpd	structure	A549 tox	Nrf2 block	TGFb SMAD3 inh	ATXN viability	ATXN2 expr inh	Nrf2 activator	EPAC2 ag	IL-2 act	HepG2 tox
31	CCCCn1c(=O)nc2n(-c3ccccc3)c3ccccc3cc-2c1=O	4%	/	-22%	/	-10%	0.3%	8%	-1.0	-17%
32	COc1ccccc1CCC(=O)Nc1ccc2c(c1)c(=O)n(C)n2C	/	/	7%	i	12%	2.2%	5%	0.8	-17%
33	Cc1cccc(NCC(=O)c2c(N)n(C)c(=O)n(C)c2=O)c1C	1%	16%	15%	i	/	0.1%	10%	1.1	-10%
34	CCCC(=O)Nc1nnc(SCC(=O)Nc2nc(C)cs2)s1	-1%	4%	-7%	i	7%	-0.8%	-5%	-0.3	-4%
35	COc1ccc(CN(C(=O)c2ccc(C)cc2)c2cccc(N)c2)cc1	4%	4%	-10%	i	0%	-0.8%	17%	-1.0	-23%
36	CCC(C)[C@@H](N)C(=O)N/N=C/c1cccc2nccnc12 (some centres undefined)	0%	4%	24%	i	-25%	-0.4%	13%	-4.9	-5%
37	Cc1ccc(NC(=O)N2Cc3ccccc3CC2C(=O)NC(C)(C)C)cc1 (centres undefined)	-7%	-5%	0%	i	1%	0.1%	12%	-0.8	34%
38	COc1ccc(Cl)cc1NC(=O)CSc1nnc(CNC(=O)c2cccs2)o1	-2%	11%	-1%	i	7%	16%	2%	-2.3	-10%
39	CC(C)Cc1ccc(CN2CCCC(NC(=O)CCN3CCCO3)C2)cc1 (centres undefined)	-10%	-1%	-3%	i	-8%	-0.7%	4%	-2.1	-1%
40	Cc1ccc(-c2noc(CSc3nnc(-c4ccccc4)n3C)n2)cc1	0%	-28%	?	i	-8%	2.6%	14%	0.5	-30%
41	Cc1ccc(C)c(NC(=S)N2CCC(NC(=O)c3ccc(F)cc3)CC2)c1	0%	4%	-5%	i	-14%	0.0%	-1%	-4.0	-37%
42	O=C(c1ccc(Cl)cc1Cl)N1CCc2ccccc21	0%	-2%	-15%	i	-17%	2.5%	13%	-0.6	-21%
43	COc1ccc(S(N)(=O)=O)cc1C(=O)N1CCCC1	0%	2%	2%	i	-15%	-1.2%	2%	1.2	-1%
44	COC(=O)c1ccc(/C=N/NC(=O)CNc2cccc(C)c2)cc1	2%	-6%	-2%	i	-24%	0.2%	6%	-0.4	-2%
45	COC(=O)c1c(NC(=O)CN2CCN(c3ccccc3OC)CC2)c2cc(C)ccc2n1C	13%	5%	-3%	i	-14%	3.1%	-20%	-3.5	-20%
46	O=S(=O)(CC(O)COc1ccccc1Cl)c1ccccc1 (centres undefined)	-4%	/	6%	i	-2%	-0.4%	4%	0.7	-17%
47	O=C(Nc1nncs1)c1cccc(S(=O)(=O)N2CCOCC2)c1	0%	1%	-1%	i	10%	-0.8%	4%	-3.5	32%
48	O=C(CSc1ccccc1)Nc1ccc(S(=O)(=O)NCC2CCCO2)cc1 (centres undefined)	?	?	-1%	i	5%	-0.4%	8%	0.8	4%

Assay outcomes as filed in PubChem.
